# PGE2 EP2 inh = EP2 receptor (human) inhibition; AID 1422; inhibition, % at 25 µM; C6 glioma cells expressing human EP2, cAMP TR-FRET; cells stimulated with saturating PGE2; 260,000 compounds, 0.52% hits; P43116;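 active means percent inhibition above 40 after rounding to a whole number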;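 further: rat C6 glioma host cells with rolipram phosphodiesterase inhibitor present; the protocol text gives 20 µM as final concentration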
# PPC-1+TRAIL kill = kills PPC-1 cancer cells in the presence of TRAIL. cell killing (% activity), % at 4 µM. PPC-1 cells + TRAIL, ATPLite viability luminescence. 220,000 compounds, 0.41% hits;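 active means cell killing above 50% in the first pass at 4 µM, then a duplicate retest at 5 µM averaging 50% or more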;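 further: plate controls were cells with TRAIL plus DMSO for no effect and medium-only wells lacking cells for full effect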
# TNF death inh = blocks TNF-alpha induced death of Jurkat FADD-/- cells | AID 463075 | Jurkat FADD-/- TNF necroptosis rescue, ATP luminescence, 24 h; 0 = TNF only, 100 = no-TNF cells | activation (protection from cell death), % at 10 µM | 220,000 compounds, 0.068% hits;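 active means activation, meaning protection from cell death, of at least 50% relative to plate controls; inactive means activation below 50%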;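 further: necroptosis triggered by 40 ng/mL TNF-alpha added together with compound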
# Tb hexokinase = blocks Trypanosoma brucei hexokinase 1 activity. recombinant TbHK1, G6PDH-coupled NADH A340. inhibition, % at 10 µM. 220,000 compounds, 0.11% hits;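 active means inhibition of 50% or more in the single-dose primary screen; inactive means inhibition below 50%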
# zVAD death inh = L929 zVAD cell death inhibition | L929 zVAD necroptosis rescue, ATP luminescence, 24 h; with zVAD 60 µM | viability rescue, % at 10 µM | 220,000 compounds, 0.38% hits | AID 1377;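 active means activation, scaled between plate controls, above about 75%, limit read from the data; inactive means activation under that limit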;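 further: 0% = zVAD with DMSO and 100% = DMSO alone without zVAD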
# Wee1 degr inh = blocks degradation of human Wee1 kinase. P30291. HeLa Luc-Wee1K328M stability, luciferase luminescence; 100% = proteasome inhibitor MG132 effect. reporter increase, % at 5 µM. 220,000 compounds, 1.2% hits. AID 1321;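 active means activation above the mean of all tested compounds plus 3 SD, set per screening run, cut at about 8.8% in these data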;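 further: cells exposed to compound for 20 h before luminescence read; 0% = DMSO alone and 100% = MG132 at 30 µM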
# CHOP inhibitor = blocks CHOP induction under ER stress; CHO-K1 CHOP-promoter luciferase, tunicamycin-induced, 15-18 h; inhibition, % at 10 µM; 220,000 compounds, 3.8% hits; AID 2732;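 active means compounds that reduced the stress-induced luciferase reporter signal by more than about 70% of percent inhibition, limit read from the data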;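 further: 0% = tunicamycin plus vehicle and 100% = wells without tunicamycin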
# FXIIa inh 1536 = blocks human coagulation factor XIIa protease activity; P00748; 220,000 compounds, 0.3% hits; inhibition, % at 5 µM; purified FXIIa, Boc-QGR-AMC fluorogenic substrate, 2 h; in the data active means inhibition above about 40%;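 further: 0% = enzyme with no compound and 100% = blank without enzyme; many of its hits are not listed in these tables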
# FXIa inh = inhibitors of human coagulation factor XIa. P03951. purified FXIa, Boc-Glu-Ala-Arg-AMC fluorogenic substrate. inhibition, % at 5 µM. 220,000 compounds, 0.14% hits;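 active means inhibition of at least 40%; inactive means inhibition below 40%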;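 further: fluorescence of freed AMC excited at 355 nm; 0% = enzyme without compound and 100% = no enzyme blank; many of its hits are not listed in these tables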
# Target sequence (P03951 19-387 limits assumed): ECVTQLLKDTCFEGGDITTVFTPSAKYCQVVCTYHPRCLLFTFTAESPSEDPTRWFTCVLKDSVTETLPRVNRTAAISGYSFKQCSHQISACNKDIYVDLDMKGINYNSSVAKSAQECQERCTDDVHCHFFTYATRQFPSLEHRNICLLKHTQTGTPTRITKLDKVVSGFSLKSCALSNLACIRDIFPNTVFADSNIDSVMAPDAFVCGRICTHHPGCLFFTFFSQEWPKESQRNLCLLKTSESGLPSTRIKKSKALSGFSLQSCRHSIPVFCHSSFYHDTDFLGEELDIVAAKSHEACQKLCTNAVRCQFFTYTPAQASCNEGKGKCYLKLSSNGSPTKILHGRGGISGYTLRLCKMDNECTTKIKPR
# Target sequence (P03951 388-625 limits assumed): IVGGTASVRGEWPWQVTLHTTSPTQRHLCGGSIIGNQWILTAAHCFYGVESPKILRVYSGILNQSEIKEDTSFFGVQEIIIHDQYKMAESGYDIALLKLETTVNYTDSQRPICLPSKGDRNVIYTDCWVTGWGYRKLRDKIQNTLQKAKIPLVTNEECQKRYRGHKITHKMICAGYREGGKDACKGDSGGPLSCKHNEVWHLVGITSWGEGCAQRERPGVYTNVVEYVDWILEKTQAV
# Numbers without * were called inactive; / = no result given. This is a subset; rates above refer to the full screens.
# Screens by letter: A = PGE2 EP2 inh; B = PPC-1+TRAIL kill; C = TNF death inh; D = Tb hexokinase; E = zVAD death inh; F = Wee1 degr inh; G = CHOP inhibitor; H = FXIIa inh 1536; I = FXIa inh
COC(=O)CCCC1=CC2=CC(=O)C(C)(OC(=O)c3cccs3)C(=O)C2=CN1CCc1ccccn1 (stereo not given)
  A: 9	B: 3	C: 0.8	D: -25	E: -0.7	F: /	G: 10	H: 5	I: 3
CC(C)NC(=O)CN1C(=O)c2ccccc2S1(=O)=O
  A: -2	B: 7	C: 0.1	D: 3	E: -1.4	F: -2	G: -2	H: 5	I: -2
N#C/C(=N\Nc1cccc(Cl)c1)C(=O)c1ccccc1
  A: 9	B: -24	C: -5.7	D: -19	E: 0.6	F: -2	G: -3	H: 1	I: -7
COc1ccc(N2C(=O)C(Cl)=C(NCc3ccccc3)C2=O)cc1
  A: 10	B: -7	C: 0.5	D: -6	E: 0.3	F: -3	G: 19	H: 12	I: 6
COc1cccc(N2CCN(CC(=O)Nc3ccc(SC(F)F)cc3)CC2)c1
  A: 11	B: 11	C: 2.2	D: -4	E: 0.0	F: 0	G: 15	H: 2	I: -10
CC(=O)c1cnc(N(C)C)s1
  A: 14	B: 2	C: 0.3	D: -25	E: -0.2	F: 0	G: 7	H: 7	I: 0
CCNC(=O)/C(=C\c1ccc2c(c1)OCO2)NC(=O)c1ccc(Br)cc1
  A: 7	B: 5	C: -4.0	D: -23	E: -0.3	F: -1	G: 13	H: 10	I: 3
CCCn1c(N2CCN(C(=O)Nc3ccc(Cl)cc3)CC2)nc2ccccc21
  A: 13	B: 8	C: 3.6	D: 4	E: 13	F: 0	G: 33	H: 12	I: -4
Cc1ccc(S(=O)(=O)NN2C(=O)c3ccccc3NC2c2ccccc2O)cc1 (stereo not given)
  A: 3	B: 9	C: -2.3	D: -5	E: 1.7	F: -2	G: 35	H: -1	I: 1
CCOC(=O)c1cnc(Nc2nc3ccccc3o2)nc1CSC(=S)N1CCCCC1
  A: 8	B: 21	C: 1.2	D: -16	E: -1.3	F: -1	G: -27	H: 5	I: 3
NS(=O)(=O)c1ccc(CCNC(=O)CCCOc2ccccc2)cc1
  A: 0	B: 23	C: 0.0	D: -7	E: 3.0	F: 4	G: 11	H: 7	I: -2
COc1ccc(C(=O)NC2(C(F)(F)F)NC(=O)N(CCCc3ccccc3)C2=O)cc1OC (stereo not given)
  A: 14	B: 8	C: 0.4	D: -3	E: 1.3	F: -1	G: 17	H: 16	I: 13
O=C(CNCc1ccco1)Nc1ccc(N2CCCCCC2)cc1
  A: 1	B: 16	C: 1.5	D: -2	E: 4.0	F: 3	G: 21	H: 5	I: -4
Cc1noc(/C=C/N(C)C)c1S(=O)(=O)N1CCCC(C(=O)NCCC2=CCCCC2)C1 (stereo not given)
  A: /	B: /	C: 2.3	D: -10	E: 1.1	F: -3	G: /	H: /	I: /
CN(C)CCCN(CCCNC(=O)/C=N/O)Cc1ccccc1
  A: 1	B: -1	C: 1.5	D: -10	E: 2.5	F: -1	G: -8	H: 10	I: 6
Cc1nc(N2CCN(S(=O)(=O)c3ccc(Br)cc3)CC2)c2c(C)c(C)sc2n1
  A: 18	B: 23	C: 0.7	D: -3	E: 0.5	F: 0	G: 20	H: 5	I: -3
COc1ccc(-c2cc(C(F)(F)F)nc(S(C)(=O)=O)n2)cc1
  A: 6	B: -33	C: -22	D: -39	E: 6.6	F: 7	G: 106*	H: 11	I: -1
O=C(C1CCN(S(=O)(=O)c2cccc3nsnc23)CC1)N1CCc2ccccc21
  A: 13	B: 3	C: -3.6	D: 11	E: -0.3	F: 4	G: 31	H: 2	I: -6
Cc1cccc(-c2nc(CN3CCCC(C(=O)NC4CCCCCC4)C3)c(C)o2)c1 (stereo not given)
  A: 7	B: -10	C: -1.0	D: 6	E: 0.5	F: 1	G: 66	H: 12	I: 1
CCN(CCCNC(=O)CCn1c(=O)[nH]c2ccccc2c1=O)c1ccccc1
  A: 12	B: -2	C: -2.7	D: 7	E: 0.1	F: -5	G: 20	H: 15	I: -2
COCCCNC(=O)c1cc(Sc2nnc(C)s2)nc2ccccc12
  A: 8	B: 2	C: 7.4	D: -18	E: 66	F: 6	G: 20	H: 6	I: 1
CCC1Oc2ccccc2N(CC(=O)NCCCN2CCC(C)CC2)C1=O (stereo not given)
  A: 4	B: 18	C: 1.3	D: -1	E: 0.4	F: -1	G: 10	H: 6	I: 7
CCOc1ccc(CN2CCN(Cc3cccn3-c3ncccn3)CC2CCO)cc1 (stereo not given)
  A: 5	B: 8	C: 0.5	D: -3	E: -0.7	F: -3	G: 8	H: 4	I: 0
COc1ccccc1-c1nnc2sc(-c3cc4ccccc4o3)nn12
  A: /	B: 4	C: -11	D: -18	E: -1.0	F: 8	G: /	H: -9	I: 2
CCC1=C(OC(=O)N(CC)CC)N2C(=O)OC(=NCc3ccccc3)[C@]2(C)[C@H]2C1=CC[C@H]1C(=O)N(CC(=O)OC)C(=O)[C@H]12
  A: 16	B: 12	C: 1.7	D: -13	E: 0.7	F: /	G: 7	H: 5	I: 3
C=CCN1C(=O)CS/C1=C(\C#N)S(=O)(=O)c1ccc(C)cc1
  A: 13	B: 40	C: -1.9	D: -1	E: 0.3	F: 2	G: 35	H: 9	I: -2
Cc1ccc(O)c(N=Cc2ccc(C)s2)c1
  A: 4	B: 22	C: 2.5	D: 3	E: 1.3	F: -3	G: 38	H: 8	I: 2
CCOC(=O)c1[nH]c2ccccc2c1NC(=O)c1cc(OC)c(OC)c(OC)c1
  A: -9	B: /	C: -3.0	D: -10	E: 0.1	F: 1	G: /	H: /	I: /

# Reprinted at random: 2 records from the list
# Screens by letter: A = PGE2 EP2 inh; B = PPC-1+TRAIL kill; C = TNF death inh; D = Tb hexokinase; E = zVAD death inh; F = Wee1 degr inh; G = CHOP inhibitor; H = FXIIa inh 1536; I = FXIa inh
CC(C)NC(=O)CN1C(=O)c2ccccc2S1(=O)=O
  A: -2	B: 7	C: 0.1	D: 3	E: -1.4	F: -2	G: -2	H: 5	I: -2
NS(=O)(=O)c1ccc(CCNC(=O)CCCOc2ccccc2)cc1
  A: 0	B: 23	C: 0.0	D: -7	E: 3.0	F: 4	G: 11	H: 7	I: -2

# In the list so far, these contain a cyano group:
# Screens by letter: A = PGE2 EP2 inh; B = PPC-1+TRAIL kill; C = TNF death inh; D = Tb hexokinase; E = zVAD death inh; F = Wee1 degr inh; G = CHOP inhibitor; H = FXIIa inh 1536; I = FXIa inh
N#C/C(=N\Nc1cccc(Cl)c1)C(=O)c1ccccc1
  A: 9	B: -24	C: -5.7	D: -19	E: 0.6	F: -2	G: -3	H: 1	I: -7
C=CCN1C(=O)CS/C1=C(\C#N)S(=O)(=O)c1ccc(C)cc1
  A: 13	B: 40	C: -1.9	D: -1	E: 0.3	F: 2	G: 35	H: 9	I: -2

# Arranged by value in CHOP inhibitor (largest number first): 5 of the compounds above
SMILES	Tb hexokinase	Wee1 degr inh	CHOP inhibitor	FXIIa inh 1536	FXIa inh
O=C(C1CCN(S(=O)(=O)c2cccc3nsnc23)CC1)N1CCc2ccccc21	11	4	31	2	-6
COCCCNC(=O)c1cc(Sc2nnc(C)s2)nc2ccccc12	-18	6	20	6	1
COc1cccc(N2CCN(CC(=O)Nc3ccc(SC(F)F)cc3)CC2)c1	-4	0	15	2	-10
COC(=O)CCCC1=CC2=CC(=O)C(C)(OC(=O)c3cccs3)C(=O)C2=CN1CCc1ccccn1 (stereo not given)	-25	/	10	5	3
N#C/C(=N\Nc1cccc(Cl)c1)C(=O)c1ccccc1	-19	-2	-3	1	-7
